High-throughput results deposited in PubChem by several laboratories.
MsrA act: bovine MsrA enzyme activators, primary screen, biochemical, absorbance, HTS | Methionine sulfoxide reductase A (Bos taurus) | purified bovine MsrA, absorbance read-out | activation, % at 10.6 µM | actives 0.3% (n = 360,000) | AID 602163, 2012; in the data active means activation above about 7.5%;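 further: 0% = vehicle and 100% = reference activator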
MLLE-PAM2 inh: inhibitors of PABP1 MLLE–PAM2 peptide binding, primary screen, biochemical, fluorescence polarization, FITC-PAM2, GST-MLLE. inhibition, % at 20 µM. Polyadenylate-binding protein 1 (Homo sapiens), P11940. actives 0.36% (n = 360,000); in the data active means inhibition above about 35%, passing the limit was not always enough;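 further: plate controls were DMSO wells with GST-MLLE for no effect and wells lacking GST-MLLE protein for full effect; some results filed as inactive read as strong as hits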
Target sequence (P11940 whole entry, looked up): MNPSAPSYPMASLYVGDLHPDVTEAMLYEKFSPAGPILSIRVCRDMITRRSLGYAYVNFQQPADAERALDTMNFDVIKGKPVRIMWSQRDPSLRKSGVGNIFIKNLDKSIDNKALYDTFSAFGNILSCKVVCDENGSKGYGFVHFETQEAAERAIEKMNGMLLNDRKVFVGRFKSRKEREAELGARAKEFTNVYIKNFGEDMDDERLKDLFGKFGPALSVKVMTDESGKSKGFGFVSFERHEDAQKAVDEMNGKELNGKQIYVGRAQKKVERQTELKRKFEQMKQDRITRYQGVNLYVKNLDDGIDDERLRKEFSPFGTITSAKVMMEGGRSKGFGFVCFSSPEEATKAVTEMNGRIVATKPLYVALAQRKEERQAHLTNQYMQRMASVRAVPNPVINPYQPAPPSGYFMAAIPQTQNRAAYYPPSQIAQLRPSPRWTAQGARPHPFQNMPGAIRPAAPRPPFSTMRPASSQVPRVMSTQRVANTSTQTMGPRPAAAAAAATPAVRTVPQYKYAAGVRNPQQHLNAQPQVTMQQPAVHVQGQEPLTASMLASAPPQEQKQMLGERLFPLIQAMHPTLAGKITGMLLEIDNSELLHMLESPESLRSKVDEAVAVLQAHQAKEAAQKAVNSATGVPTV
MsrA inh: bovine MsrA enzyme inhibitors, primary screen, biochemical, absorbance, HTS | Methionine sulfoxide reductase A (Bos taurus) | purified bovine MsrA, absorbance read-out | inhibition, % at 15.5 µM | actives 0.75% (n = 360,000) | AID 651718, 2012; in the data active means inhibition above about 4.5%;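 further: 0% = vehicle wells with enzyme and 100% = reference inhibitor wells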
NRP1-CendR mod: modulators of CendR peptide binding to NRP-1, primary screen, biochemical, fluorescence polarization, uHTS. Neuropilin-1 (Homo sapiens), O14786. FAM-RPARPAR peptide binding to NRP-1. inhibition, % at 25 µM. actives 0.85% (n = 360,000). AID 602438, 2012;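 active means inhibition or corrected inhibition above about 18%, plus a signal ratio from 0.5 to 1.5, limit read from the data, passing the limit was not always enough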; further: strong numbers were not always called active
SKN-1 block: suppressors of acrylamide-induced Pgst-4::GFP reporter in worms, primary screen, SKN-1 inhibitor project, whole organism, uHTS, GFP/RFP fluorescence ratio, strain VP596; C. elegans VP596 Pgst-4::GFP/RFP ratio, 24 h; actives 0.49% (n = 360,000); AID 624304, 2012; inhibition, % at 21.8 µM;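 active means interference check ratio from 0.5 to 1.5 plus GFP to RFP signal ratio inhibition reaching or exceeding a fixed threshold, cut at about 30% in these data, passing the limit was not always enough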; further: some compounds called inactive have numbers as strong as hits
FAS-TE inh: FAS thioesterase domain inhibitors, primary screen, biochemical, fluorescence intensity, uHTS | AID 602261, 2012 | inhibition, % at 15 µM | Fatty acid synthase (Homo sapiens), P49327 | recombinant FAS-TE, OMFH fluorogenic substrate, fluorescence endpoint | actives 0.67% (n = 360,000);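 active means compounds whose normalised, plate-corrected inhibition of enzyme fluorescence in the single-dose primary screen is 50% or more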;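 further: 0% = DMSO with enzyme and 100% = substrate without enzyme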
TbMetRS inhib: T. brucei MetRS inhibitors, primary screen, biochemical, luminescence | purified T. brucei MetRS, ATP depletion, Kinase-Glo luminescence | actives 0.4% (n = 360,000) | methionyl-tRNA synthetase (Trypanosoma brucei brucei) | inhibition, % at 11.9 µM;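 active means inhibition above a per-plate cutoff of the control wells' mean inhibition plus 3 SD, cut at about 5.5% in these data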;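 further: 0% = DMSO wells median and 100% = median of wells with control inhibitor compound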
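System: purified T. brucei MetRS enzyme / Detection: Kinase-Glo luciferase luminescence reporting remaining unconsumed ATP / Medium: HEPES buffer with MgCl2, KCl, DTT, spermine, BSA, pyrophosphatase / Replication: singlicate, one well per compound / Evaluation: percent inhibition relative to median high and low control wells / Schedule: 2 h aminoacylation at 25 °C after 15 min preincubation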
E coli Lon inh: inhibitors of E. coli Lon protease, primary screen, biochemical, fluorescence polarization | purified E. coli Lon protease | actives 0.42% (n = 360,000) | P0A9M0 | inhibition, % at 7.94 µM; in the data active means inhibition above about 13%, passing the limit was not always enough;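 further: 0% = enzyme with probe and DMSO and 100% = no enzyme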
MT1-MMP act inh: blockers of MT1-MMP proenzyme processing, primary screen, HT1080 RFP-PRO-GFP cells, GFP/RFP fluorescence; Matrix metalloproteinase-14 (Homo sapiens), P50281; GFP/RFP ratio fluorescence, overnight; percent of plate control window, DMSO zero; GFP/RFP ratio change, % at 20 µM; actives 0.061% (n = 360,000); AID 651647, 2012;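 active means GFP/RFP ratio change of at least 30% with cell ATP level not reduced by more than half and red fluorescence within 50% of control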; further: strong numbers were not always called active
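Read-out: GFP/RFP fluorescence ratio; Test system: RFP-PRO-GFP reporter HT1080 cells; Compound dosing: single-point 20 µM compound, 1% DMSO; Times: overnight compound exposure at 37 °C.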
Active calls of the source: *; . = no result given; + = active, no number. Rows were taken by chance, and some 4% of all compounds hit somewhere here.

SMILES	MsrA act	MLLE-PAM2 inh	MsrA inh	NRP1-CendR mod	SKN-1 block	FAS-TE inh	TbMetRS inhib	E coli Lon inh	MT1-MMP act inh
O=C1CCC/C=C\C[C@@H](CC(=O)N(CCO)Cc2ccccc2)C(=O)NCCO1	-8	-7	0.8	5	-3	-9	-0.1	-6	5
NC(=O)c1c(NC(=O)c2cccnc2Cl)sc2c1CCCC2	-6	12	-0.2	-9	3	-10	-0.9	-6	2
COC(=O)c1cccc2c1-c1ccccc1/C2=N/O	-5	-7	0.7	-5	18	-69	-0.1	-5	-15
Cc1cccc(C)c1NS(=O)(=O)c1c(C)[nH]c(=O)[nH]c1=O	2	-17	-0.3	-4	7	-7	0.0	7	-1
CCOC(=O)C1=C(C)NC(C)=C(C(=O)OCC)C1C(=O)OCC(=O)c1ccc2c(c1)OCCO2	-1	0	2.7	3	2	5	0.1	3	5
O=c1[nH]c2cc(Br)cnc2nc1/C=C(\O)c1ccc(F)cc1	-2	-11	3.1	-13	14	-3	-0.3	-140	-64
COc1cccc(C(NC(C)=O)c2nc(-c3cccc(F)c3)cs2)c1 (stereo not given)	0	-4	0.3	-4	3	12	-0.2	-8	-1
COc1ccc(-c2oc(=O)c3cc(OC)c(OC)cc3c2C#CCCO)cc1	-6	5	0.4	-10	-22	0	-2.5	2	9
CCOc1nc(C)ccc1-c1noc(-c2ccco2)n1	-1	-4	0.3	-5	18	3	0.2	5	0
Cc1ccc2nc3c(c(N)c2c1)CCN3C	-3	-48	1.2	-1	20	-8	-0.4	0	-1
O=C(Nc1cccc2ncccc12)c1cc(Br)ccc1Cl	-5	-9	-1.0	5	-4	0	-1.0	6	-6
Cc1ccc(S(=O)(=O)CCC(=O)NCCc2ccc(Cl)cc2)cc1	-9	3	0.3	3	12	0	-1.2	-9	0
Cc1cc2ccccc2cc1C(=O)c1ccccc1	-9	16	0.2	-12	15	32	-0.4	-3	0
CN(C)C(=O)c1ccc2c(c1)C1C3CCC(C3)C1C(c1ccccc1)N2 (stereo not given)	-6	8	-0.6	7	11	8	-0.5	-6	-4
CC(C)c1ccc(S(=O)(=O)N2CCN(C(=O)c3cc(-c4ccccc4)n[nH]3)CC2)cc1	0	-17	-0.6	7	9	-1	0.4	4	-2
Cc1[nH]c2c(C)cccc2c1CC(=O)O	-4	-4	0.5	-11	3	-10	-0.1	-7	-3
N#Cc1ccc(-c2ccc(OCC(=O)NCCc3ccccc3)cc2)cc1	-3	5	0.7	7	0	9	-0.1	1	1
CCCCn1nc(C(=O)N(CC)CC(=O)Nc2c(F)cccc2F)c2ccccc2c1=O	1	-8	0.4	2	13	-2	-0.1	-13	0
CCCCN1C(=O)CC(Sc2ncccc2C(=O)O)C1=O (stereo not given)	-10	16	-0.6	6	-1	-11	-0.7	-9	0
Cc1cccc(Nc2ncnc(N)c2[N+](=O)[O-])n1	-5	-5	4.3	4	5	-10	-0.3	1	-12
O=C(COc1cc(F)ccc1[N+](=O)[O-])NCC1CCCO1 (stereo not given)	-1	-4	0.8	-4	-6	-4	0.0	-17	-1
Cc1n[nH]c(=O)nc1N/N=C/c1ccco1	-6	10	3.6	3	1	-5	-1.6	4	3
CS(=O)(=O)Cc1nc2ccccc2oc1=O	0	14	-0.1	5	10	-2	-0.4	2	-2
CCNC(=O)NC(=O)COC(=O)c1cccc(NS(=O)(=O)/C=C/c2ccccc2)c1	-4	-4	-0.4	-3	8	-7	-0.1	-8	4
COC(=O)c1sc(N)nc1CCNC(=O)OC(C)(C)C	.	.	0.2	11	-5	.	-0.9	.	2
CC(=O)Nc1ccc2[nH]ccc2c1	-2	5	0.0	2	16	-10	-0.4	-5	-1
O=C(c1ccc([N+](=O)[O-])s1)N1CCc2ccccc2C1	0	8	1.0	-5	-1	0	0.7	-4	3
N/C(=N\OC(=O)c1cccc(Cl)c1)c1ccccn1	-4	-3	-0.1	7	17	-2	-1.4	12	5
Cn1nnnc1SCC(=O)NC1CCCc2ccccc21 (stereo not given)	-5	-9	0.6	8	-2	0	-0.2	-2	2
COc1ccc(OC)c(S(=O)(=O)NC(=O)C2(C)CCN2C(=O)c2ccco2)c1 (stereo not given)	-1	-3	0.4	-12	10	-8	-0.2	-6	2
Cc1ccc(NC(=S)N2CCCCC2CO)cc1C (stereo not given)	-2	39	-0.5	3	0	-2	0.5	1	1
O=C(c1ccc(Br)o1)N(Cc1ccccc1)c1ccccn1	0	1	-0.2	6	-13	-3	0.0	-2	-4
CCOc1ccc(C(=O)/C=C/Nc2ccc(S(=O)(=O)Nc3onc(C)c3C)cc2)cc1	-14	14	0.7	-12	-4	-7	0.1	-6	2
Cc1cccc(NC(=S)NCC(C)CSc2ccc(Cl)cc2)c1 (stereo not given)	-1	7	0.6	14	-11	23	-0.1	-9	-2
COc1ccc(NC(=O)NCc2cccnc2)cc1	-4	-2	0.5	23	14	-6	-0.1	-7	1
COc1ccc(NC(=O)C(CC(=O)O)C(C)c2ccccc2)cc1 (stereo not given)	-7	6	0.3	-1	-11	-4	-0.8	-4	3
Clc1ccccc1N=Nc1ccccn1	34*	140	0.2	41*	24	-10	-0.2	+	-72
Cc1cccc(N2CCN(C(=S)c3ccccc3)CC2)c1	-5	4	-0.3	2	2	26	-0.7	3	0
CCn1nnc2cc(C(=O)Nc3cc(S(C)(=O)=O)ccc3Cl)ccc21	-3	-32	-0.3	-21	7	-3	-0.2	-6	1
CCc1ccc(NC(=O)CSCc2nc(N)nc(Nc3ccccc3CC)n2)cc1	-5	9	-0.5	20	2	-3	0.0	-9	3
Cc1cc(C)cc(OCCNC(=O)c2cc(S(=O)(=O)N3CCOCC3)ccc2F)c1	-9	6	2.3	6	-1	4	-0.4	-7	-4
Clc1ccc2c(NCCNC3CCCCC3)ccnc2c1	-5	-10	1.0	13	0	-4	-0.1	-9	9
O=C(CCc1ccccc1)Nc1ccc2c(c1)OCCO2	-3	10	-1.4	-12	2	-4	-0.8	1	-2
CCC(=O)N1CCc2cc(S(=O)(=O)NCCN3CCCCC3CC)ccc21 (stereo not given)	-1	12	-0.3	2	12	-2	0.3	0	-9
CN1CCCC(OC(=O)CCCC(=O)OC2CCCN(C)C2)C1 (stereo not given)	-2	9	2.0	-9	-7	-9	0.0	-7	4
CN(C)/C(=N\S(=O)(=O)c1ccccc1)c1ccc([N+](=O)[O-])cc1	-8	-2	-0.9	-4	5	-11	-1.4	1	2
Nc1nc(-c2c(Cl)cccc2Cl)no1	0	1	1.5	2	-1	-4	0.1	3	-2
NC(=O)CSc1nc2c(sc3ccccc32)c(=O)n1CCCC(=O)NCC1CCCO1 (stereo not given)	0	-7	-1.2	1	-16	-5	-0.2	-1	2
COc1cc(C(=O)NC2CCN(Cc3nnnn3Cc3cccs3)CC2)cc(OC)c1OC	-1	-3	-0.4	-6	5	-3	-0.8	-10	-4
O=C(O)CC1SC(=Nc2cccc(C(F)(F)F)c2)NC1=O (stereo not given)	-1	3	-0.1	15	-11	-1	0.5	-8	3
CCCn1c(=O)c(C#N)cn(C2CC2)c1=O	-4	22	-0.7	10	3	-7	-1.0	11	2
COc1ccc(C2=NN(C(=O)CSc3cn(C)c4ccccc34)C(c3ccc(OC)cc3)C2)cc1 (stereo not given)	-4	1	2.5	-6	-7	29	0.5	-3	-3
COC(=O)c1ccc(-c2ncc(-c3cccc4ccccc34)o2)cc1	-4	-8	-0.7	2	2	8	-0.4	-9	-3
Cc1ccc(C23CC4CC(CC(C(=O)N5CCOCC5)(C4)C2)C3)cc1	0	5	-1.0	-1	11	8	-0.2	-13	-2
O=C(NC(c1cccnc1)c1ccc2c(c1)OCO2)C1CCN(CCOc2ccc(Cl)cc2Cl)CC1 (stereo not given)	-7	-1	0.7	-2	7	6	1.0	-5	4
Nc1ccc(C(=O)N2CCN(S(=O)(=O)c3ccc(Cl)cc3)CC2)cc1[N+](=O)[O-]	-4	10	.	2	17	12	-0.1	-11	2
COc1ccccc1N=Nc1c(C)n[nH]c1C	-3	3	4.6*	3	21	-6	0.2	-6	1
CCc1ccc(OCc2nc(-c3ccccn3)no2)c(Br)c1	1	-43	-0.7	12	18	20	-0.6	-4	1
Cc1cccc(N2CCN(C(=O)NCc3ccc(Cl)cc3)CC2)c1	-1	-8	-1.7	9	14	3	-1.0	13	.
Cc1noc(C(=O)Nc2cccc(O)c2)c1Cl	-1	-5	0.1	0	-5	-5	0.7	-10	6

Some entries already given, reduced to MsrA inh:
compound	MsrA inh
CCC(=O)N1CCc2cc(S(=O)(=O)NCCN3CCCCC3CC)ccc21 (stereo not given)	-0.3
CN1CCCC(OC(=O)CCCC(=O)OC2CCCN(C)C2)C1 (stereo not given)	2.0
CN(C)/C(=N\S(=O)(=O)c1ccccc1)c1ccc([N+](=O)[O-])cc1	-0.9
Nc1nc(-c2c(Cl)cccc2Cl)no1	1.5

Continuation.
SMILES	MsrA act	MLLE-PAM2 inh	MsrA inh	NRP1-CendR mod	SKN-1 block	FAS-TE inh	TbMetRS inhib	E coli Lon inh	MT1-MMP act inh
Cc1ccc(CNC(=O)CCS(=O)(=O)c2ccc3c(c2)NC(=O)C(C)S3)cc1 (stereo not given)	-7	-4	0.5	6	6	10	-0.4	5	-1
C=CCSc1nc2ccsc2c(=O)n1-c1cccnc1	-12	15	-0.9	7	2	-3	-1.3	2	1
Cc1c(C(=O)N2CCCC2)oc2ccc(Br)cc12	-1	-5	-0.3	-1	7	4	0.0	-26	-2
COc1ccc(NS(=O)(=O)c2cc(NC(=O)c3ccc(S(=O)(=O)N(C)C)cc3)ccc2N2CCOCC2)cc1	-1	13	0.5	-1	6	89*	-0.2	-7	-5
Cc1nn(C(=O)c2c(-c3ccccc3)noc2C)c(C)c1N=Nc1cc(C(F)(F)F)cc(C(F)(F)F)c1	-1	-1	-0.1	-12	-2	9	0.0	-5	4
Cc1ccc(S(=O)(=O)N2CCCN(c3nccc(C(F)(F)F)n3)CC2)cc1	1	-4	-1.6	14	12	20	-0.5	13	5
CCOc1ccc(CCNC(=O)COC(=O)c2[nH]c(C)c(C(C)=O)c2C)cc1OCC	-12	11	0.8	6	-15	-5	-0.4	10	-2
CCOC(=O)Cn1nnc2c(sc3nc4c(c(-c5ccccc5)c32)CCC4)c1=O	-3	3	0.0	-2	-8	26	-1.0	-2	1
CC1=C(C(=O)Nc2ccccc2C)C(c2ccc(C)o2)NC(=S)N1 (stereo not given)	-3	-135	0.7	-7	18	-12	-0.5	-14	4
